# High-throughput results (PubChem BioAssay)
# STAT1 activator – increases IFN-gamma driven STAT1 reporter signal; activation (% of control), % at 5.5 µM; AID 932; NIH 3T3 STAT1-luciferase reporter, luminescence; 100% = IFN-gamma alone, no compound; 2.6% of 200,000 active;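 active = activation above the screen-wide mean activation plus 3 SD, cut at about 130% in these data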;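 note: raw ratio to IFN-gamma control signal so 100% means no change and 0% no light; values of inactives mirror those of a sister screen read the other way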
# APP 5'UTR act – activates APP 5'UTR luciferase reporter. SH-SY5Y APP 5'UTR luciferase reporter, luminescence; zero percent = DMSO vehicle wells. activation, % at 2 µM. 1% of 190,000 active. AID 1276;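 active = activation above a set limit, based on mean plus 3 SD of controls, cut at about 140% in these data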; note: values of inactives mirror those of a sister screen read the other way
# STAT3 activator – increases IL-6 driven STAT3 reporter signal. U3A cells, IL-6 STAT3-luciferase reporter, luminescence; 100% = signal with IL-6 EC80 alone. 0.91% of 190,000 active. activation (% of control), % at 5.6 µM;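 active = activation above the screen-wide mean of compound activation plus 3 SD, cut at about 130% in these data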;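 note: 0% = background luminescence of wells with medium and substrate only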
#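 System – human U3A cells carrying STAT3-luciferase construct · Probe or stimulus – Interleukin-6, 33 ng/mL · Schedule – compound 1 h, then IL-6 6 h at 37 °C · Signal – luminescence from STAT3-driven luciferase reporter · Evaluation – percent of IL-6-only median luminescence · Benchmarks – IL-6-only high control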
# STAT1 blocker – STAT1 signaling inhibition; NIH 3T3 STAT1-luciferase reporter, IFN-gamma, luminescence; inhibition, % at 5.5 µM; 0.35% of 200,000 active; AID 920;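 active = inhibition above a set limit, the mean inhibition across all tested compounds plus 3 SD, cut at about 34% in these data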;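 note: 0% = IFN-gamma with DMSO and 100% = IFN-gamma with 300 µM nifuroxazide; values of inactives mirror those of a sister screen read the other way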
# RAM network inh – yeast RAM network inhibition | S. cerevisiae dse1pr::URA3 reporter, 5-FOA growth OD615, 2 d; analog-sensitive cbk1-as2 kinase mutant strain | inhibition, % at 50 µM | 1.8% of 190,000 active;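 active = inhibition above a set limit, 3 SD over mean compound inhibition, cut at about 8.4% in these data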;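 note: 0% = DMSO-only wells with no growth and 100% = 10 µM 1-NA-PP1 full growth; inhibition rescues growth on 5-FOA so higher OD means more RAM inhibition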
# APP 5UTR inh – APP translation inhibition | 0.82% of 190,000 active | SH-SY5Y APP 5'UTR-luciferase reporter, luminescence | AID 1285 | inhibition, % at 2 µM;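 active = inhibition above a set limit, derived from the sample mean plus 3 SD, cut at about 45% in these data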; note: values of inactives mirror those of a sister screen read the other way
# Hsp70 act – Hsp70 transcriptional activation, primary screen; HeLa Hsp70 promoter luciferase reporter, luminescence; scaled: vehicle 0, proteasome-inhibitor control 100%; activation, % at 10 µM; AID 1203; 0.04% of 200,000 active;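 active = activation above the mean across all tested compounds plus 3 SD, cutoff set per campaign, cut at about 5.5% in these data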;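 note: 100% = MG132 at 30 µM as the positive control and 0% = DMSO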
# STAT3 inh – reduces IL-6 driven STAT3 reporter signal. inhibition, % at 5.5 µM. 0.89% of 190,000 active. U3A cells, IL-6 STAT3-luciferase reporter, luminescence; host cell line lacks STAT1. AID 862;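 active = inhibition above the mean inhibition across all screened compounds plus 3 SD, cut at about 44% in these data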;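 note: 0% = DMSO only wells and 100% = 100 µM nifuroxazide control wells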
# NF-kB expr up – NF-kB expression increase, human neuronal cells; NF-kB reporter expression; stronger effect = higher value; AID 1239; fold change at 12.5 µM; 1.6% of 190,000 active; in the data active = fold change above about 3.3
# FLuc inhib CS – counter-screen for luciferase assay inhibitors: firefly luciferase inhibition. P08659. ATPLite firefly luciferase biochemical luminescence, 10 min. inhibition, % at 10 µM. 1.5% of 200,000 active;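 active = inhibition above about 50% when tested at 10 µM, limit read from the data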
# Target sequence (P08659 whole entry, looked up): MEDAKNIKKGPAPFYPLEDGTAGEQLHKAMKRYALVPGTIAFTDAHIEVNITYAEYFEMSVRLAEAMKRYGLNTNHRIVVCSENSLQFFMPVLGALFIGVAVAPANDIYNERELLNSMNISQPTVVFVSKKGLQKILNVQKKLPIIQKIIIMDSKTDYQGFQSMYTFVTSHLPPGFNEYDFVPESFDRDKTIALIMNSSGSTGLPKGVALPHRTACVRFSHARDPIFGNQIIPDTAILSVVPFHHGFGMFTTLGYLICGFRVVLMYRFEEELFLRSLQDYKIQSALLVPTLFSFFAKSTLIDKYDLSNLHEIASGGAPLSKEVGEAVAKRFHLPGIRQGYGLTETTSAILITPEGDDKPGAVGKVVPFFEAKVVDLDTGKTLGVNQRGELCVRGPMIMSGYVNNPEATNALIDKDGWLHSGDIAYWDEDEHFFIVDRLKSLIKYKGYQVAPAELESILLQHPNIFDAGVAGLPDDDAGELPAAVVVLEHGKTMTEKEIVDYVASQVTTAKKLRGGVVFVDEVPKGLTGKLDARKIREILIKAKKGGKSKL
# An asterisk follows results filed as active. This is a random part of the collection, and some 7.7% of all compounds hit somewhere here.
# Values run as follows: STAT1 blocker	RAM network inh	Hsp70 act	STAT1 activator	APP 5'UTR act	FLuc inhib CS	STAT3 activator	NF-kB expr up	STAT3 inh	APP 5UTR inh
> CCOc1ccc(-n2c(SCC(N)=O)nc3c([nH]c4ccccc43)c2=O)cc1
  6.2	5.1	0.0	94.4	9.4	-5.0	134.3*	1	-37.1	-9.4
> Cc1cccc(OCC(=O)NN2C(=O)C3C4C=CC(O4)C3C2=O)c1 (stereo unspecified)
  0.2	-0.6	-0.2	99.9	9.7	-8.5	106.0	1.26	-7.8	-9.7
> N#CC1=C2SCC(O)(c3ccccc3)N2C(=O)CC1c1cccs1 (stereo unspecified)
  2.7	0.7	0.3	97.5	-90.8	-5.9	90.3	2.38	15.2	90.8*
> COc1cc(S(=O)(=O)N2CCCCCC2)ccc1-n1cnnn1
  -2.4	6.4	-0.2	102.2	5.5	-8.0	103.2	1.03	-0.2	-5.5
> CCc1ccc(NC(=O)c2ccc3nc(N)sc3c2)cc1
  -26.1	-0.1	0.1	123.8	52.4	28.0	106.2	2.57	-1.3	-52.4
> COC(=O)C(C)Sc1ccc2nnc(CCNS(=O)(=O)c3ccccc3)n2n1 (stereo unspecified)
  -3.2	-0.4	-0.3	103.3	-10.3	0.9	100.0	1.05	6.1	10.3
> CCCc1cc(C(=O)O)c2ccccc2n1
  -0.2	0.1	0.0	100.2	-5.7	1.2	95.3	1.13	2.7	5.7
> O=C(Nc1ccc(COc2ccccc2)cc1)c1cccc([N+](=O)[O-])c1
  -2.5	5.4	-0.3	102.3	41.2	-5.2	88.2	1.3	16.9	-41.2
> Cc1nn(C(C)C)c(C)c1CN1CCCC(C(=O)c2cccc(OC(C)C)c2)C1 (stereo unspecified)
  17.8	-0.1	0.0	83.2	-4.6	-4.9	105.3	1.34	-0.1	4.6
> O=C(NCc1ccco1)c1noc2c1CCCC2
  -0.6	-0.1	-0.1	100.5	-5.6	-5.7	99.0	1.18	6.3	5.6
> O=C1c2ccccc2C(=O)N1CCCn1nnc(-c2ccc(N3CCOCC3)cc2)n1
  -1.7	5.0	-0.3	101.6	-2.9	-17.3	95.0	0.91	10.2	2.9
> Clc1ccccc1OCCn1ccnc1
  9.7	1.3	0.3	88.7	1.6	-1.0	93.1	0.95	12.0	-1.6
> CC/C(=N\O)c1ccc(OC)c(OC)c1
  -0.5	-0.4	0.3	100.5	16.0	-4.8	110.1	1.12	-8.8	-16.0
> CCc1c(C)c2c(C)[nH]nc2oc1=O
  0.3	1.0	-0.6	99.7	-0.9	-5.4	97.3	1.11	6.9	1.0
> O=C(CNC(=O)c1cccc(F)c1)N/N=C/c1cc(Br)ccc1OCc1ccccc1
  -4.8	2.4	0.3	104.3	10.6	-1.4	101.0	0.81	-1.2	-10.6
> NS(=O)(=O)c1ccc(N2N=C(c3ccccc3)CC2c2ccc(F)cc2)cc1 (stereo unspecified)
  -5.7	3.7	-0.2	105.1	5.7	-2.1	102.7	1.14	4.1	-5.7
> CCCCS(=O)(=O)/C=C\C=C/S(=O)(=O)CCCC
  -225.5	-1.7	55.7*	307.0*	-97.7	-7.2	89.6	0.13	16.0	97.7*
> Cc1ccnc(NC(=O)c2cc(S(=O)(=O)N3CCCCC3)ccc2Cl)c1
  -3.5	1.2	-0.2	102.8	-17.3	0.4	103.3	1.15	-4.1	17.3
> CN1C(=O)N(C)C2(c3ccccc3)NC(=O)NC12c1ccccc1 (stereo unspecified)
  -3.6	-0.2	-0.2	103.3	7.6	-3.6	97.9	1.14	7.8	-7.6
> CC(=O)N(c1ccccc1)c1nc(/C=C/C(=O)Nc2c(C)cc(C)cc2C)cs1
  2.2	1.9	-0.2	98.0	-7.5	-0.2	100.3	1.08	-1.3	7.5
> O=C(COc1c(Cl)cccc1Cl)NN1C(=O)CSC1=S
  2.7	1.6	-0.4	96.1	-10.3	-1.1	103.9	0.94	2.3	10.4
> N#Cc1c(-c2ccccc2)cc(-c2ccco2)c(C#N)c1N
  5.1	0.5	0.4	97.5	-24.1	3.3	99.8	0.46	1.3	24.1
> O=[N+]([O-])c1ccc(/C=C/C2=NN(c3ccccc3)C(c3ccco3)C2)o1 (stereo unspecified)
  -6.2	4.5	-0.3	103.3	16.3	-1.0	91.9	1.29	12.0	-16.3
> Cc1cc(NC(=O)CC(C)(C)C)nc2c1c(=O)oc1ccccc12
  6.5	3.8	-0.2	94.0	-7.4	-2.0	93.8	1.39	10.5	7.4
> O=c1oc2cc(OCc3nn[nH]n3)ccc2c2c1CCCC2
  -3.8	4.1	-0.2	103.5	5.6	-1.0	90.9	0.99	12.9	-5.6
> COc1cc(S(=O)(=O)N2CCC(c3nc4ccccc4s3)CC2)ccc1S(=O)(=O)N1CC(C)CC(C)C1 (stereo unspecified)
  -2.7	1.5	0.1	101.0	11.7	-4.3	99.5	0.9	3.9	-11.7
> O=C(COc1cccc(Br)c1)N/N=C/C(=O)c1ccccc1
  -4.0	0.4	-0.1	102.7	3.0	-1.9	102.8	0.97	-2.1	-3.0
> NS(=O)(=O)c1ccc(N/N=C/c2cn(-c3ccccc3)nc2-c2cccs2)cc1
  -2.6	1.9	-0.3	102.3	18.5	-0.1	99.2	0.73	-3.5	-18.5
> CC1(C)CC(=O)N(CC(=O)NCc2ccccc2)c2ccccc2S1(=O)=O
  3.0	1.0	0.2	97.3	10.4	-6.1	98.0	1.05	7.6	-10.4
> O=C(Nc1ccc(Cl)cc1)N1CCSCC1
  -2.5	0.5	0.1	102.3	-0.1	0.8	90.2	1.42	10.5	0.1
> N#Cc1cc2c(=O)n3ccccc3nc2n(Cc2ccco2)c1=NC(=O)c1ccco1
  -1.3	8.3	-0.5	101.2	3.4	0.1	93.4	0.99	5.9	-3.4
> Cn1c(=O)c2c(ncn2CC(=O)OCC(=O)Nc2cccc(Cl)c2)n(C)c1=O
  13.7	-0.4	-0.1	87.0	-10.4	-10.1	104.9	1.05	2.1	10.4
> O=C(NCCCNc1ccc([N+](=O)[O-])cc1Cl)c1ccccc1F
  -5.1	1.4	-0.1	103.6	-4.1	0.0	93.0	1.01	11.9	4.1
> CC(C)C(C(=O)Nc1nccs1)c1ccccc1 (stereo unspecified)
  10.1	0.8	-0.3	90.8	-2.5	-6.0	100.6	1.2	1.3	2.5
> Cc1nc2ccccc2n1CC(O)Cn1c2ccccc2c2ccccc21 (stereo unspecified)
  8.5	1.2	0.0	92.1	4.4	-1.1	101.3	0.58	5.4	-4.4
> COc1ccc(NC(=O)Cn2nc(C(F)(F)F)c3c2CCCC3)c(OC)c1
  -1.4	6.8	2.0	101.3	23.2	-8.1	94.0	0.99	9.9	-23.2
> Cc1ccc(Nc2nnc(SC3CCOC3=O)s2)cc1 (stereo unspecified)
  -0.8	1.0	-0.4	100.7	16.9	8.4	97.0	2.04	-1.4	-16.9
> O=C(NCCc1ccccc1)C1CCN(S(=O)(=O)N2CCC3(CC2)OCCO3)CC1
  -0.8	1.6	0.0	100.7	-6.4	-5.0	101.5	1.29	2.0	6.4
> Cc1ccc2c(c1)C1CN(C)CCC1N2C(=S)Nc1ccc(OC(F)F)cc1 (stereo unspecified)
  -5.0	0.9	-0.1	101.5	3.6	-5.5	101.0	1.24	3.5	-3.6
> O=C(CSc1nc(NS(=O)(=O)c2ccccc2)cc(=O)[nH]1)Nc1ccc(F)cc1
  -1.9	-1.3	-0.3	101.7	2.1	-7.2	102.6	0.95	-0.3	-2.1
> Cc1ccc(OCc2n[nH]c(=S)n2Cc2ccccc2)cc1
  3.8	6.1	-0.2	94.6	-1.8	-11.5	100.0	1.06	3.4	1.8
> C/C(CC(=O)N(C(C)C)C(C)C)=N\NC(=O)COc1ccc(Br)cc1Br
  -2.5	0.0	0.0	102.5	3.9	11.8	94.3	1.16	5.5	-3.9
> Cc1ccc(NC(=O)C(C)N2C(=O)c3ccccc3C2=O)cc1S(=O)(=O)N1CCOCC1 (stereo unspecified)
  -3.7	0.7	0.5	102.8	0.5	-4.4	101.4	1.36	0.7	-0.5
> CC(C)(C)c1ccc(C(=O)CC(=O)c2cc(Cl)ccc2O)cc1
  -17.0	10.4*	0.0	115.7	43.6	-7.0	106.1	1.46	-2.6	-43.6
> CC1CN(Cc2nc3c(c(=O)[nH]c(=O)n3C)n2CCCc2ccccc2)CC(C)O1 (stereo unspecified)
  -1.1	0.0	0.0	101.0	1.9	-4.9	102.6	1.13	1.8	-1.9
> Cc1cc(C)c(OC2(c3ccccc3)OC(=O)c3ccccc32)c(C)c1 (stereo unspecified)
  1.8	12.3*	-0.4	98.3	14.7	0.5	107.1	0.95	-3.1	-14.7
> COc1ccc(C(CNC(=O)CCOc2ccccc2)N(C)C)cc1 (stereo unspecified)
  6.4	0.6	-0.3	94.1	11.3	-0.5	94.8	0.8	6.6	-11.4
> O=C(c1ccco1)n1nc(NCc2ccccc2)nc1NCc1ccccc1
  7.4	5.4	-0.4	93.2	2.3	-0.6	90.6	1.1	15.5	-2.3
> Cc1ccc(NC(=O)CNc2ccc(OC(C)C)cc2)cc1
  -7.5	1.6	-0.1	106.9	-2.0	-4.3	95.9	1.17	6.5	2.0
> O=C(Nc1ccccc1NC(=O)NC1CCCCC1)NC1CCCCC1
  1.6	2.1	0.0	98.5	7.2	-1.4	97.8	1.72	6.8	-7.2

# 3 structures out of the list, arranged by SMILES length, lowest first.
# Values run as follows: STAT1 blocker	RAM network inh	Hsp70 act	STAT1 activator	APP 5'UTR act	FLuc inhib CS	STAT3 activator	NF-kB expr up	STAT3 inh	APP 5UTR inh
> O=C(Nc1ccccc1NC(=O)NC1CCCCC1)NC1CCCCC1
  1.6	2.1	0.0	98.5	7.2	-1.4	97.8	1.72	6.8	-7.2
> CC(C)(C)c1ccc(C(=O)CC(=O)c2cc(Cl)ccc2O)cc1
  -17.0	10.4*	0.0	115.7	43.6	-7.0	106.1	1.46	-2.6	-43.6
> CC1CN(Cc2nc3c(c(=O)[nH]c(=O)n3C)n2CCCc2ccccc2)CC(C)O1 (stereo unspecified)
  -1.1	0.0	0.0	101.0	1.9	-4.9	102.6	1.13	1.8	-1.9

# Next section.
# Values run as follows: STAT1 blocker	RAM network inh	Hsp70 act	STAT1 activator	APP 5'UTR act	FLuc inhib CS	STAT3 activator	NF-kB expr up	STAT3 inh	APP 5UTR inh
> Cc1ccc(-n2nnnc2SCC(=O)NNC(=O)c2ccco2)cc1C
  -1.2	0.2	-0.6	101.1	11.9	-5.3	100.3	0.98	0.0	-11.9
> Cc1ccc(-n2cc(CNCCc3ncc(C)[nH]3)c(-c3ccc(F)cc3)n2)cc1
  -4.3	0.3	-0.3	104.6	21.2	5.4	97.4	1.22	5.3	-21.2
> CCCCC1(C)Cc2ccccc2C(=S)N1 (stereo unspecified)
  9.9	1.3	-0.1	91.2	1.8	-4.3	95.4	1.06	10.5	-1.8
> Cc1cccc(N2C(=O)CC(N(C(=O)c3ccco3)c3cccc(C)c3)C2=O)c1 (stereo unspecified)
  4.2	6.8	0.3	95.1	-1.6	-6.4	102.2	1.02	-1.3	1.6
> O=C(O)c1ccccc1S(=O)(=O)NCC(O)COc1ccc(Br)cc1 (stereo unspecified)
  0.6	2.7	-0.4	99.5	7.6	-0.6	105.5	1.23	-1.7	-7.6
> Cc1ccccc1CSCC(=O)NC(=O)NCc1ccco1
  1.8	3.7	0.1	99.7	21.4	0.7	99.5	1.06	5.0	-21.4
